HT1080 IDH1KD tx: HT-1080 IDH1 knockdown cell toxicity (counter line) | HT-1080 IDH1 knockdown viability, ATP luminescence, 48 h | Potency, µM (top dose mostly 46.1 µM), for the others: at the top dose activity, negative = toxicity, actives largely listed as cytotoxic | 360,000 tested, 2% active;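 note: potency is the fitted concentration of half-maximal effect; 0% = DMSO wells and -100% = cell-free medium wells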
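After a 2 h attachment period, IDH1KD HT-1080 cells took pin-transferred compound for 48 h at 37 °C; ATP-based luminescence after 10 min room-temperature reagent incubation reported viability.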
SW480 rerep: induces DNA re-replication in SW480 colon adenocarcinoma cells; Potency, µM (titrated, usually from 46.1 µM), for the others: top-dose re-replication activation, most hits filed as activators; AID 624297; 340,000 tested, 1.8% active; SW480 DNA re-replication, Hoechst DNA content imaging, 48 h; note: potency is the fitted concentration of half-maximal effect; % of control where 0% means no effect; nearly all actives have a fitted effect of over 55% in size
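Image-based read-out: total Hoechst fluorescence of nuclei (405 nm excitation, 500-530 nm emission), with hits raising the fraction of high-intensity nuclei. SW480 colon cells incubated 48 hr with compounds at 37 C.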
ATXN viability: viability counter-screen for ATXN expression inhibitors. S2 cells (HEK-293 line with an ATXN2-luciferase reporter) viability, CellTiter-Fluor protease fluorescence, 24 h. Potency, µM (top dose mostly 56.7 µM), usual class: cytotoxic. 400,000 tested, 0.49% active; note: potency is the fitted concentration of half-maximal effect; nearly all actives have a fitted effect of over 40% in size
KB-3-1 tox: KB-3-1 parental cell cytotoxicity; 400,000 tested, 1.4% active; KB-3-1 viability, CellTiter-Glo ATP luminescence, 72 h; Potency, µM (titrated, usually from 46.1 µM), inactives show top-dose activity change, negative = cytotoxic, actives largely listed as cytotoxic; note: potency is the fitted concentration of half-maximal effect; % is set by controls: 0 for no effect and ±100 for the full control effect; nearly all actives have a fitted effect of over 60% in size
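Parental KB-3-1 adenocarcinoma cells in phenol-red-free DMEM with 10% FBS were pin-treated with compounds at several concentrations, incubated 72 h at 37 °C, and viability read by CellTiter-Glo luminescence; concentration-effect curves were fitted after normalization.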
ATXN2 expr inh: reduces ATXN2 reporter expression in HEK-293 cells; 360,000 tested, 0.72% active; HEK-293 ATXN2-luciferase reporter, luminescence, 24 h; AID 1745845; Potency, µM (doses to about 57 µM), for the others: at the top dose activity change, negative = inhibition, hits mostly inhibitors; note: potency is the fitted concentration of half-maximal effect; % is set by controls: 0 for no effect and ±100 for the full control effect; nearly all actives have a fitted effect of over 55% in size
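ATXN2-luciferase reporter cells (luciferase flanked by upstream and downstream ATXN2 gene portions) were treated 24 h at 37 °C with compounds at up to 57 uM. SteadyGlo luminescence gave expression; GF-AFC fluorescence gave viability.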
HT1080-NT tox: kills 2HG-producing HT-1080-NT fibrosarcoma cells; AID 686970; 360,000 tested, 1.6% active; HT-1080-NT fibrosarcoma viability, CellTiter-Glo ATP luminescence, 48 h; Potency, µM (highest dose often 46.1 µM), for inactives: at the highest dose activity, negative = less viability, hits mostly cytotoxic;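 note: NT is the 2HG producing partner of a matched IDH1 knockdown line; potency is the fitted concentration of half-maximal effect; 0% = DMSO-treated cells and -100% = media-only wells without cells; nearly all actives have a fitted effect of over 55% in size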
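HT-1080-NT; 750 cells/well; 5% FBS RPMI; 48 h compound, 37 degrees C; CellTiter-Glo luminescence; curve fitting and curve-class assignment.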
HepG2 viability: counter-screen for TGF-b inhibitors: cytotoxicity in HepG2 cells; 410,000 tested, 0.76% active; HepG2 CAGA-GFP viability, ATP luminescence, 18 h; Potency, µM (doses to about 46.1 µM), inactives show at the top dose activity change, negative = cytotoxicity, actives largely listed as cytotoxic; note: potency is the fitted concentration of half-maximal effect; some results filed as inactive show a strong effect at the top dose
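CellTiter-Glo luminescence gave cytotoxicity after 18 hours at 37 degrees C. The cells were HepG2 CAGA-GFP in 1% FBS DMEM, stimulated with 500 pg/mL TGF-beta after compound addition. %Activity was normalised to no-cell wells (complete cell-killing) and DMSO (no toxicity), and curves were fitted and classified.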
MCF10A rerep: induces DNA re-replication in MCF 10a normal breast cells | MCF 10A DNA re-replication, Hoechst nuclear intensity, 48 h | Potency, µM (highest dose often 46.1 µM), inactives show top-dose activity, positive = re-replication, usual class: activators | 350,000 tested, 2.9% active; note: potency is the fitted concentration of half-maximal effect; % of control where 0% means no effect; nearly all actives have a fitted effect of over 50% in size
IL1B secr inh: inhibitors of inflammasome signaling (IL-1 beta secretion) | 360,000 tested, 4.7% active | AID 743279 | activity change, % at 57.5 µM | THP-1 LPS/ATP IL-1B secretion, AlphaLISA, 16 h; stronger effect = lower value; in the data active = activity change below about -50%; inconclusive = mostly about -30% to -49%; note: % is set by controls: 0 for no effect and ±100 for the full control effect
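THP-1 cells pretreated 1 hr with compounds (up to 57.5 uM final), then stimulated with LPS (250 ng/mL final) plus ATP (1.25 mM final); secreted IL-1B measured by AlphaLISA after 16 hr, decreased signal indicating inhibition.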
Numbers without * were called inactive; i = inactive; ? = inconclusive; / = no result given; [ ] = dose if it differs, or a comment. Unless noted, calls come from the whole dose curve; as a rule, active = well fitted curve in the direction sought with a large enough effect; inconclusive = small, poorly fitted or top-dose-only effect, or another doubt; inactive = no such curve, though single readings can be large; an effect the other way counts as inactive or inconclusive. Outcome played no part in choosing rows. About 8.9% of those tested had a hit in this group.

SMILES | HT1080 IDH1KD tx | SW480 rerep | ATXN viability | KB-3-1 tox | ATXN2 expr inh | HT1080-NT tox | HepG2 viability | MCF10A rerep | IL1B secr inh
CC(O)CN(Cc1cccc(Cl)c1)CC(C)O (configuration not stated) | -2% | 3% | i | 5% | -1% | 27% | 6% | -31%[inhibitor] | -2
Fc1ccccc1OCCCn1ccnc1 | 8% | 3% | i | 11% | 10% | 4% | 3% | -1% | 60
CCOC(=O)c1c(NC(=O)c2cccs2)sc(C)c1CC | -26% | ? | i | 0% | 8% | -5% | -32% | 6% | -14
CCNC(=O)NC(=O)C(C)OC(=O)CCCc1nc2ccccc2s1 (configuration not stated) | -9% | 9%[1.84 µM] | i | -5% | 3% | 5% | -8% | -3% | 47
Cc1ccccc1C(=O)c1cccn1CC(=O)NCCCN1CCCCC1 | -1% | 8% | i | 0% | 3% | 3% | -3% | 0% | -11
COc1ccccc1C(=O)NCCCNC(=O)c1cccnc1 | ? | -1% | i | 6% | 1% | -22% | -1% | -4% | -7
CCOC(=O)/C=C1\SCC(=O)N1CC(=O)NCCc1ccc(F)cc1 | 3% | -9% | i | 8% | -16%[11.3 µM] | 10% | 5% | -1% | 17
CCOc1cc(C(=O)N=c2sccn2C)ccc1OC(F)F | 8% | -2% | i | 2% | 36% | ? | -7% | 5% | -27
Nc1nc(-c2ccc(Cl)cc2)nn1C(=O)c1ccco1 | -7% | -11% | i | 5% | -1%[11.3 µM] | 16% | -9% | 2% | -9
CN(C)C(CNC(=O)c1cc2ccccc2oc1=O)c1ccccc1 (configuration not stated) | 7% | -13% | i | 1% | 48%[activator] | 1% | -18% | 0% | -5
Cc1ccc(SC(C)C(=O)NC(N)=O)c(C)c1 (configuration not stated) | 1% | -3% | i | 10% | -9% | -3% | -2% | 0.58µM* | 0
COC1(NC(=O)c2ccccc2)C(C)=CC(=O)C=C1C | 13% | -123%[inhibitor] | i | 10% | -2% | 22% | -15% | 3% | 14
Cc1ccc(S(=O)(=O)NCCCOC(=O)Nc2ccncc2)cc1 | 6% | -2%[9.22 µM] | i | -8% | 0% | 2% | 1% | -8% | 24
COc1cc(NC(=O)c2ccco2)c(OC)cc1NC(=O)Nc1ccc(Cl)cc1 | -27% | -2% | i | -2% | -18% | -11% | -30% | -3% | -7
CC1(C(=O)NS(=O)(=O)c2cccs2)CCN1C(=O)C1(c2ccccc2)CCCC1 (configuration not stated) | 13% | / | i | 0% | 10% | 10% | -13% | / | 45
Cc1cccc(CN(C(=S)Nc2c(C)cccc2C)c2cccnc2)c1 | 3% | -2% | i | -20% | -2% | 10% | -15% | 3% | -4
CCn1c(N)c(C(=O)COC(=O)CCc2nc3ccccc3c(=O)[nH]2)c(=O)[nH]c1=O | 1% | ? | i | -3% | 7% | 14% | -2% | -8% | 0
CCc1ccc(NC(=O)C2CCCN2c2nn3c(=O)cc(C)nc3s2)cc1 (configuration not stated) | -8% | 2% | ? | 0% | -8% | 1% | 1% | 4% | 20
COc1cc2c(cc1OC)/C(=C/C(C)=O)OC2 | 22% | / | / | 9% | / | 21% | / | / | 19
CCCc1c(O)nc(SC2CC(=O)N(c3ccc(C)c(Cl)c3)C2=O)[nH]c1=O (configuration not stated) | -1% | -4% | i | 0% | -20% | -2% | 7% | -1% | 3
CC(C)N(Cc1ccccc1)C(=S)Nc1cccnc1 | 21% | -18% | i | -2% | -2% | 10% | 0% | -23% | 40
CC1Cc2ccccc2N1S(=O)(=O)c1cccc2nsnc12 (configuration not stated) | -25% | -2% | i | 2% | -1% | 5% | 0% | -4% | 10
O=C(Cn1c(=O)n(-c2ccccc2)c(=O)c2ccc(C(=O)NCc3ccc4c(c3)OCO4)cc21)Nc1ccc(F)cc1 | / | / | i | 21% | 14% | / | -3% | / | /
O=C(Nc1cccc(F)c1)C1CCCN(S(=O)(=O)c2ccccc2)C1 (configuration not stated) | -14% | -7% | i | ? | -17% | -2% | -23% | ? | 2
Cc1ccc(C(C(=O)NC2CCCCC2)N(C(=O)CCCC(=O)Nc2ccccn2)c2ccc3c(c2)OCCO3)cc1 (configuration not stated) | 1% | -12% | i | 0% | 1% | 13% | -1% | 2% | ?
CS(=O)(=O)NCCn1ccc2ccccc21 | -4% | ? | i | -9% | / | 1% | 18% | -1% | -7
CC1(C)CN(c2ccc(F)cc2)C1=O | 9% | -5% | i | -10% | -2% | 6% | -1% | 1% | 13
O=C1NC(=Nc2ccccc2)S/C1=C\c1cccs1 | -5% | -3% | i | -12% | 29% | 4% | 113% | 5% | 12
CCC(=O)Nc1cccc(NC(=O)c2cc3ccccc3o2)c1 | -12% | -6% | ? | -4% | 53%[activator] | -2% | -21% | -1% | -19
O=C(O)/C=C/c1coc2ccccc2c1=O | 1% | -4% | i | -3% | -6% | -2% | 2% | 0% | 18

The list goes on, overlapping the part above by three compounds.
SMILES | HT1080 IDH1KD tx | SW480 rerep | ATXN viability | KB-3-1 tox | ATXN2 expr inh | HT1080-NT tox | HepG2 viability | MCF10A rerep | IL1B secr inh
O=C1NC(=Nc2ccccc2)S/C1=C\c1cccs1 | -5% | -3% | i | -12% | 29% | 4% | 113% | 5% | 12
CCC(=O)Nc1cccc(NC(=O)c2cc3ccccc3o2)c1 | -12% | -6% | ? | -4% | 53%[activator] | -2% | -21% | -1% | -19
O=C(O)/C=C/c1coc2ccccc2c1=O | 1% | -4% | i | -3% | -6% | -2% | 2% | 0% | 18
CC(C)(C)C1CCC2(CC1)Nc1cccc3cccc(c13)N2 | -1% | 2% | i | 4% | -5% | -1% | -97% | ? | 2
CCOC(=O)N/N=C/c1cn(CCCOc2ccc(C)cc2)c2ccccc12 | -7% | ? | / | ? | 13% | 1% | -22% | 10% | -12
CN(CCOc1ccc(Cl)cc1)C(=O)c1ccc2c(=O)n3c(nc2c1)CCC3 | 0% | -12% | i | 14% | -7% | -1% | -19% | 1% | 2
C/C(=N/NC(=O)CN1CCN(S(=O)(=O)c2ccc(Br)cc2)CC1)c1ccco1 | 8% | -4% | ? | 18% | -7% | 0% | 2% | 2% | 8
COc1ccc(C(C)(O)c2nc(-c3ccc(F)cc3OC)cs2)cc1 (configuration not stated) | ? | / | i | ? | -22% | -29% | -22% | / | 46
COc1ccc(-c2c(C)nc(N)nc2-c2ccc(OCc3ccc(C)cc3)cc2O)cc1OC | -14% | 16% | i | -18% | -4% | -5% | -3% | ? | 63
CC(C)(C)c1csc(NC(=O)c2ccncc2)n1 | -3% | -1% | ? | ? | -22% | -15% | -12% | -3% | 19
COc1ccccc1N1CCN(S(=O)(=O)c2cc(C)sc2C)CC1 | -17% | -1% | i | -4% | -5% | -1% | -38% | 15% | 12
CCOc1cc(/C=C(\C#N)C(=O)Nc2ccccc2C(=O)O)ccc1OC(=O)c1ccc(C)cc1 | 12% | 4%[1.84 µM] | ? | -2% | -5% | 11% | 0% | -26% | 24
COc1ccc(-c2ccc(SCC(=O)NC3CCCC3)nn2)cc1 | 3% | / | i | 1% | / | 7% | -6% | / | 0
O=C(C1=C[C@@H](C2CC2)C[C@@H](OCc2ccc(CO)cc2)O1)N1CCN(Cc2ccccc2)CC1 | 1% | 15%[9.22 µM] | i | -4% | -19% | 2% | -25% | ? | ?
O=C(Cn1nnc(-c2ccccc2F)n1)Nc1ccc(S(=O)(=O)NC2CCCC2)cc1 | ? | 2% | i | 13% | -20% | -26% | -38% | -2% | -2
COc1ccccc1NC(=O)c1ccccc1NC(=O)c1ccccc1 | / | / | i | 16% | -7% | / | -34% | / | /
Cc1ccc(-n2nc3c(c2NC(=O)c2cccs2)CS(=O)(=O)C3)cc1C | -2% | -7% | i | -11% | 3% | 0% | -3% | -2% | 0
CN(CC(=O)Nc1cccc(F)c1)C(=O)c1ccc(NC2CC2)c([N+](=O)[O-])c1 | -10% | -4% | ? | -1% | -7% | 0% | -43% | -4% | -4
CCOC(=O)N(C)C[C@@H]1OCc2cnnn2CCCC(=O)N([C@@H](C)CO)C[C@@H]1C | 9% | / | i | -3% | -6% | -10% | 13% | / | 19
COc1cc(C2SCC(=O)N2Cc2ccccc2)cc(OC)c1OC (configuration not stated) | 12% | -21% | i | 7% | / | 7% | -2% | -1% | 15
CCN(CC)S(=O)(=O)c1ccc(F)c(C(=O)NCCCN2CCOCC2)c1 | 1% | -5% | i | -25% | 5% | 1% | 0% | -6% | -2
Cc1ccc(-c2ccc(SCC(=O)c3ccccc3)nn2)cc1 | 1% | 2% | ? | -7% | ? | -13% | -5% | ? | 4
CCC(CC)C(=O)Nc1cccc(-c2ccc3nncn3n2)c1 | 5% | ? | i | 2% | / | 0% | -1% | 2% | 19
C=CCOC(=O)c1ccc(-n2cncn2)nc1 | 6% | 2% | i | 2% | 3% | 18% | 3% | -3% | 2
Cc1cc(C(=O)N2CCC2(C)C(=O)NS(=O)(=O)c2ccc(F)cc2F)nn1C (configuration not stated) | 9% | / | i | 4% | 6% | 22% | 8% | / | 16
CCCCOc1ccc(C(=O)Nc2nc3c(s2)CC(C)CC3)cc1 (configuration not stated) | / | / | i | -3% | -5% | / | -10% | / | /
O=C(COC(=O)c1cc(-c2ccccc2)nc2ccccc12)NC1CC1 | -5% | 8% | i | -17% | 8% | -6% | -12% | 2% | -24
COc1cccc(-c2sc3ccc(OC)cc3c2-c2ccc(OCCN3CCCC3)cc2)c1 | ? | ? | ? | 0% | ? | ? | -107% | 10% | ?
CN(Cc1c(C(=O)N/N=C/c2cccc(O)c2)nnn1-c1nonc1N)C1CCCCC1 | 0% | 6% | i | -3% | / | 0% | -34% | -1% | -1

Source: PubChem BioAssay
